14-3-3 Bad inh: inhibitors of 14-3-3 zeta/Bad binding, primary screen, biochemical, TR-FRET, bovine 14-3-3 zeta; TR-FRET 14-3-3zeta/Dy647-pBad peptide displacement, 1 h; inhibition, % at 21.7 µM; 220,000 tested, 0.71% active; AID 781, 2007;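 active means inhibition above about 70%, limit read from the data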;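 further: 0% = full 14-3-3 plus peptide FRET controls and 100% = background without 14-3-3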
p47phox inh: p47phox/p22phox peptide binding inhibitors, primary screen, biochemical, uHTS, NADPH oxidase regulatory subunit. Neutrophil cytosol factor 1 (Homo sapiens), P14598. fluorescence polarization, 2 h. inhibition, % at 24.7 µM. 220,000 tested, 0.53% active. AID 1274, 2008;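 further: 0% = p47phox with labelled peptide and 100% = labelled peptide alone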
Target sequence (P14598 whole entry, looked up): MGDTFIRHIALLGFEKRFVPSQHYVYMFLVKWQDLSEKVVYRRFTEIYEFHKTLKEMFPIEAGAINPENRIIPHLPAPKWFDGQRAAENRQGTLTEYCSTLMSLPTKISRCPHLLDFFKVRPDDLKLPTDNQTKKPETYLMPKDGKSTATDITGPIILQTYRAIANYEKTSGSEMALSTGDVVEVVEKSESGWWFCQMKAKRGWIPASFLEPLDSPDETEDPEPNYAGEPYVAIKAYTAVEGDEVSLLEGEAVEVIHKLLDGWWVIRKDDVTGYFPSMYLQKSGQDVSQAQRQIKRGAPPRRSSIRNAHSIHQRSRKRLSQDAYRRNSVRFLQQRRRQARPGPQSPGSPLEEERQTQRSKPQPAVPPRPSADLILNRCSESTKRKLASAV
eIF4E 4G PPI: eIF4E–eIF4G protein interaction inhibitors, primary screen, biochemical, uHTS, TR-FRET, eIF4GI fragment; AID 782, 2007; TR-FRET eIF4E-eIF4GI(517-606) binding, 2 h; Eukaryotic translation initiation factor 4E (Mus musculus) + Eukaryotic translation …; inhibition, % at 21.7 µM; 220,000 tested, 0.37% active;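 further: 0% = full FRET control wells and 100% = background wells lacking eIF4GI fragment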
Furin inh: human furin inhibitors, primary screen, biochemical, fluorescence intensity; P09958; inhibition, % at 30 µM; 220,000 tested, 0.061% active; AID 463115, 2010; purified furin, fluorogenic substrate cleavage; in the data active means inhibition above about 25%; further: inactives centre near -15
Target sequence (P09958 108-714 limits assumed): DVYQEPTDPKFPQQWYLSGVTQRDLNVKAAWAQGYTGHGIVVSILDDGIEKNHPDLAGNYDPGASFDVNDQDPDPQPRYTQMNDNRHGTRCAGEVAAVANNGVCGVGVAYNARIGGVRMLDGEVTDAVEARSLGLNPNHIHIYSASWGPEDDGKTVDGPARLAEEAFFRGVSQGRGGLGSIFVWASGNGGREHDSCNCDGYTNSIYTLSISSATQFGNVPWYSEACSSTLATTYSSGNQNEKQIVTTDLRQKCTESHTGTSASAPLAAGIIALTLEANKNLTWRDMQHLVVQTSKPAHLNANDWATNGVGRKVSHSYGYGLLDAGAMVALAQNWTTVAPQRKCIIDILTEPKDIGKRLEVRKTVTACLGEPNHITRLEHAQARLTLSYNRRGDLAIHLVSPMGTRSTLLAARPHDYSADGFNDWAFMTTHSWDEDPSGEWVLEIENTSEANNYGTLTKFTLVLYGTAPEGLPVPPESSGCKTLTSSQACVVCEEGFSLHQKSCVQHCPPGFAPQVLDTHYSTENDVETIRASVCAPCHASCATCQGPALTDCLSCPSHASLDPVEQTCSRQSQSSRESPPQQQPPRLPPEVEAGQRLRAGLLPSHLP
Rad51 HR inh: human RAD51 strand exchange inhibitors, primary screen, biochemical, fluorescence; DNA repair protein RAD51 homolog 1 (Homo sapiens), Q06609; hRad51 DNA strand exchange, fluorescence dequenching; inhibition, % at 10 µM; 200,000 tested, 0.085% active; AID 1385, 2008;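 active means inhibition above 40% at the single screening dose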;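 further: 0% = DMSO control wells and 100% = blanks with heterologous ssDNA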
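Test system: preformed human Rad51 ssDNA filaments. Compound dosing: single dose, 10 µM final compound. Incubation: filaments 15 min 37 °C, then compound 30 min. Technique: FRET fluorescence dequenching, excitation 485 nm, emission 520 nm. Read-out basis: percent inhibition from fluorescence, normalised to plate control and blank means. Benchmarks: plate controls and plate blanks.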
KCC2 mod: KCC2 cotransporter modulators, thallium flux, primary screen, cell-based, HEK293 KCC2, FluoZin-2 fluorescence, MLSMR; B-score of Tl+ flux slope (higher = more flux/activation; lower = inhibition) at 10 µM; Solute carrier family 12 member 5 (Homo sapiens), Q9H2X9; KCC2 cells, thallium flux FluoZin-2 fluorescence; 190,000 tested, 2.2% active;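 active means thallium flux slope and its plate-corrected score both differing from the plate sample mean at a set confidence after two filtering rounds, in either direction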;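 further: slope of fluorescence scaled to starting intensity during 10 to 20 s after thallium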
hK5 inh: human KLK5 protease inhibitors, primary screen, biochemical, 1536-well. Kallikrein-5 (Homo sapiens), Q9Y337. inhibition, % at 5 µM. 210,000 tested, 0.59% active. recombinant hK5, fluorogenic AMC substrate cleavage;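 active means inhibition of 40% or more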;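 further: 0% = enzyme controls without compound and 100% = no-enzyme blanks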
EBV gp42 block: Epstein-Barr virus gp42 inhibitors, primary screen, biochemical, uHTS, fluorescence polarization; Glycoprotein 42 (Epstein-Barr virus (strain AG876)), Q1HVG2; Fluorescence polarization binding assay, mP read-out; inhibition, % (tested at 21.74 µM); 220,000 tested, 0.42% active; AID 1085, 2008; in the data active means inhibition above about 50%
thrombin 1536: human alpha-thrombin inhibitors, primary screen, counter-screen for coagulation protease inhibitor project, biochemical, 1536-well, fluorogenic AMC substrate. Prothrombin (Homo sapiens), P00734. Boc-VPR-AMC fluorogenic substrate cleavage. inhibition, % at 5 µM. 220,000 tested, 0.26% active;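 active means inhibition at or above 40%; inactive means inhibition below 40%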;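 further: 0% = enzyme with no compound and 100% = wells without enzyme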
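Material: human alpha-thrombin protein; Also added: Boc-VPR-AMC substrate, 15 µM final; Timing: enzyme reaction carried out at room temperature; Signal: fluorescence, ex 355 nm, em 460 nm; Measure: % inhibition of thrombin; Controls: enzyme without compound as high, wells lacking enzyme as low.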
Starred values were filed as active, the others as inactive; · = no result given; [ ] = another dose, or the depositor's remark.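 How the source made its calls, unless noted: active means inhibition above about 30% (limit read from the data); inactive means the rest.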 Compounds were not picked by outcome, and some 4.7% of all compounds hit somewhere here.

SMILES	14-3-3 Bad inh	p47phox inh	eIF4E 4G PPI	Furin inh	Rad51 HR inh	KCC2 mod	hK5 inh	EBV gp42 block	thrombin 1536
Cc1cc(C)n2c(Br)c(CN3CCCC(C)C3)nc2n1 (stereo not drawn)	-5	4	-6	-16	17	0.52	1	-12	-14
Oc1ccc(Cl)cc1C=Nc1ccccc1Br	-13[fluorescence artefact?]	-4	14	-10	-4	0.29	-19	3	-10
Cc1noc(C)c1CSc1ncnc2ccccc12	-9	3	-16	-11	6	0.15	-2	-24	5
COc1ccc2c(c1)OC13CCN(C)CC1C2C(C(=O)c1ccc(F)cc1)C(=O)N3 (stereo not drawn)	-6	-2	6	-15	·	0.73	-10	4	-1
COCCNC(=O)CN(C(=O)Cn1nnc2ccccc21)c1ccccc1C	-14	1	-2	-23	34	·	1	9	-3
Cc1cccc(C)c1NC(=O)Cn1c(=O)n(CCC(=O)NCc2ccco2)c(=O)c2sccc21	15	-5	1[fluorescence artefact?]	-8	1	·	-21	-17	3
Cc1cc(NC(=O)C2C3C(=O)N(CC4CCCO4)C(C(=O)NCc4ccccc4)C34C=CC2(C)O4)no1 (stereo not drawn)	-7	-9	1[fluorescence artefact?]	-4[20 µM]	4	-0.2	-10	-11	2
Cc1cc(N2CCCC2)n2nc(C)nc2n1	-2[fluorescence artefact?]	12	-2[fluorescence artefact?]	-18	·	0.48	-4	-1	-4
Cc1ccc2nc(Cl)c(CN(C(=O)c3cnccn3)C3CCCCC3)cc2c1	6	-6	12	-18[20 µM]	12	·	5	3	0
CCOCN(C(=O)Cn1c(C(C)O)nc2ccccc21)c1c(C)cccc1CC (stereo not drawn)	-12	-8	4	-22[20 µM]	-4	-0.0039	-14	-7	1

Next part; the last three above are carried over.
SMILES	14-3-3 Bad inh	p47phox inh	eIF4E 4G PPI	Furin inh	Rad51 HR inh	KCC2 mod	hK5 inh	EBV gp42 block	thrombin 1536
Cc1cc(N2CCCC2)n2nc(C)nc2n1	-2[fluorescence artefact?]	12	-2[fluorescence artefact?]	-18	·	0.48	-4	-1	-4
Cc1ccc2nc(Cl)c(CN(C(=O)c3cnccn3)C3CCCCC3)cc2c1	6	-6	12	-18[20 µM]	12	·	5	3	0
CCOCN(C(=O)Cn1c(C(C)O)nc2ccccc21)c1c(C)cccc1CC (stereo not drawn)	-12	-8	4	-22[20 µM]	-4	-0.0039	-14	-7	1
Cc1cc2ccccc2c(=O)n1CC(=O)NCC(=O)N(C)C1CCCCC1	18	-9	1	-11[20 µM]	-5	-0.84	-12	-19	-7
CC1(C)Cc2cccc(OCC(=O)N3CCN(c4ccc([N+](=O)[O-])cc4)CC3)c2O1	-4[fluorescence artefact?]	-5	-2	-7	0	-2.2	-4	-4	-1
COC(=O)CNC(=O)COC(=O)/C=C/c1ccc(F)cc1	7	0	-2	-29	-6	-0.064	0	-7	-8
CCCCNC(=O)CCn1c(=O)c2ccccc2n(Cc2ccccc2C)c1=O	1	-21	0	-26	-1	-1.4	-11	-1	-5
COc1ccc(/C=C(\CC(=O)O)c2nc3ccccc3o2)cc1	-17	-12	1	-11	6	·	-11	-3	5
Cc1oc(/N=C/c2ccc3c(c2)OCO3)c(C#N)c1C	-4	-22	-5	-21	0	·	-5	1	1
O=C(NCc1ccccn1)c1ccc(CNS(=O)(=O)c2ccc(F)cc2)cc1	8[fluorescence artefact?]	-18	-2	-24	-5	-1.3	-5	0	-7
CC(=O)c1ccc(NC(=O)CSCC(=O)Nc2ccc3ccccc3c2)cc1	-5	-6	-10	-21[20 µM]	-4	-0.9	-11	-6	-3
COC(=O)c1cccnc1-n1c(=O)c2cccnc2n(Cc2cccc(OC)c2)c1=O	9	-13	3	-15	2	-0.019	-5	-12	-2
COc1ccc(C(=O)Cn2nnc(-c3cccs3)n2)cc1	-3	-3	0	-17[20 µM]	-9	-0.58	2	1	-4
O=C(O)CC(NC(=O)OCc1ccccc1)c1ccc(Br)cc1 (stereo not drawn)	4	-8	7	-18[20 µM]	6	·	9	-10	2
COc1ccc(-c2ccc(C(C)=O)cc2)cc1[C@H]1[C@@H]2C=CCC[C@@]2(C)C(=O)N1Cc1ccccc1	3	-7	2	-23	0	0.27	5	-23	3
COc1cccc(N2CC(=O)Nc3c(oc4nc(-c5ccccc5)cc(C)c34)C2=O)c1	-1	0	-2	-19	11	0.72	-6	-12	0
Cc1cc(NC(=O)CCN2C(=O)C3C4CCC(C4)C3C2=O)c(C)cc1Br (stereo not drawn)	-12	-4	-2	-12	0	-1	-17	1	-1
Cc1nc(N)nc(Nc2ccc(C#N)cc2)c1Br	2	-8	2	-24	5	-1.6	-5	-11	-6
COc1ccc(CC(NC(C)=O)C(=O)N2CCN(C(=O)Nc3cccc(Cl)c3)CC2)cc1OC (stereo not drawn)	-3	-11	4	-13[20 µM]	-9	-0.28	-5	-5	3
Cc1ccc(NC(=O)c2cc([N+](=O)[O-])ccc2N2CCOCC2)cc1S(=O)(=O)N(C)C	0	-23	-1	-12	5	·	-1	-10	-2
CN1CCOc2cc(S(=O)(=O)Nc3ccc(F)cc3)ccc21	10	1	-2	-21	-8	·	23	10	12
O=C(Cc1cccs1)NNC(=S)NC(=O)c1ccc(F)c(F)c1	-1	-5	4	-18	-8	1.2	-85	-12	-10
CCc1ccc(N/C(N)=N/c2nc(CSc3ncccn3)cc(=O)[nH]2)cc1	-4	0	-2	-11	3	0.62	-8	0	6
COCCn1c(SCC(=O)N(C)C2CCS(=O)(=O)C2)nc2ccccc2c1=O (stereo not drawn)	-2	-4	-1	-23	2	0.28	6	-4	1
COc1ccc(-c2nn(-c3ccccc3)cc2/C=C(\C#N)C(N)=O)cc1[N+](=O)[O-]	56	-2	26	-5	-15	-0.24	-5	-1	2
COCCCNC(=O)CCC(=O)Nc1ccc2nc(N3CCOCC3)cc(C)c2c1	28	-7	6	-4	4	-0.057	-1	-2	-2
COc1cccc(NC(=O)CSc2nc3ccccc3c(=O)n2CCCC(=O)N2CCCC2)c1	0	-11	-2	-19	-3	-1.1	-9	6	-5
Cc1cc(Cl)c(S(=O)(=O)NC(C(=O)O)c2ccccc2)cc1OCC(N)=O (stereo not drawn)	11[fluorescence artefact?]	3	6[fluorescence artefact?]	-14[20 µM]	10	-0.31	-1	-15	-6
COc1ccc(/C(=C/c2ccc(OC(F)F)c(OC)c2)C(=O)O)cc1OC	3	-11	5[fluorescence artefact?]	-14	3	-1.3	-3	-16	-4
Nc1nc(-c2cccs2)cs1	-8	-19	7	-27[20 µM]	1	0.0073	-19	-31	0
COc1cc(Nc2nc(-c3ccccc3)c3cc(C)ccc3n2)cc(OC)c1OC	50	-26	-3	-3	·	·	-14	-12	-1
CCNC(=O)C(CC(C)C)NC(=O)C(CO)NC(=O)C1CCC(=O)N1 (stereo not drawn)	-1	-1	4	-19	0	1.1	1	-8	-2
COc1cccc(C(=O)N2CCN(C(=O)c3cccc(F)c3)CC2)c1	9	2	-6	-8[20 µM]	-7	0.019	-28	-36	2
CCn1c(N2CCN(CC(=O)c3c[nH]c4ccccc34)CC2)nc2c1c(=O)[nH]c(=O)n2C	-4[fluorescence artefact?]	-20	-9	-21	·	·	-6	-27	-2
Cc1ccc(-c2nn(C)c(=O)c3ccccc23)cc1CNC(=O)Cn1nc(-c2ccccc2)c2ccccc2c1=O	60[fluorescence artefact?]	41*	1	-17[20 µM]	·	-0.51	-14	-2	-1
Cc1ccsc1/C=C1/SC(N2CC(C)OC(C)C2)=NC1=O (stereo not drawn)	-14[fluorescence artefact?]	-10	9[fluorescence artefact?]	0	11	0.047	-13	-9	-9
O=C(Cc1ccccc1)c1c[nH]c(C(=O)NCCCN2CCOCC2)c1	-8	5	3	-25	-6	-2.5	-3	-2	-3
CCSc1nnc(Nc2ccc(C)cc2)s1	8	-10	1	-16[20 µM]	-2	-1	4	-25	7
COc1cc2nc(=S)n3[nH]c(CCn4nc(C)cc4C)nc3c2cc1OC	-2	-3	-1	-6	4	-0.36	18	-3	-1
Cc1cccc(/C(N)=N/OC(=O)COc2ccc(Cl)cc2)c1	3	-9	3	-10	5	0.18	0	-14	-2
CN(C(=O)CSc1ncnc2scc(-c3ccccc3)c12)C1CCS(=O)(=O)C1 (stereo not drawn)	-16	-15	-2	-27	5	2.7	-1	-22	-6
NC(=O)c1ccc(NC(=O)COC(=O)C2CC(=O)N(Cc3ccccc3)C2)cc1 (stereo not drawn)	-7	2	2	-28	6	-0.24	0	-21	10
Cc1cccc2sc(NC(=O)CSCc3ccccc3)nc12	-3	-10	2	-20[20 µM]	-4	·	-1	9	3

Structural class, the entries above containing a furan ring, fused or not.
SMILES	14-3-3 Bad inh	p47phox inh	eIF4E 4G PPI	Furin inh	Rad51 HR inh	KCC2 mod	hK5 inh	EBV gp42 block	thrombin 1536
Cc1cccc(C)c1NC(=O)Cn1c(=O)n(CCC(=O)NCc2ccco2)c(=O)c2sccc21	15	-5	1[fluorescence artefact?]	-8	1	·	-21	-17	3
Cc1oc(/N=C/c2ccc3c(c2)OCO3)c(C#N)c1C	-4	-22	-5	-21	0	·	-5	1	1
COc1cccc(N2CC(=O)Nc3c(oc4nc(-c5ccccc5)cc(C)c34)C2=O)c1	-1	0	-2	-19	11	0.72	-6	-12	0

(cont.)
SMILES	14-3-3 Bad inh	p47phox inh	eIF4E 4G PPI	Furin inh	Rad51 HR inh	KCC2 mod	hK5 inh	EBV gp42 block	thrombin 1536
Cc1nn(C)c(C)c1C1Nc2ccccc2C(=O)N1O (stereo not drawn)	-14[fluorescence artefact?]	-9	0[fluorescence artefact?]	-9[20 µM]	4	0.0027	-5	-10	1
Cc1cccc(N2CCN(C(=O)c3cccn4c(=O)c5c(C)c(C)sc5nc34)CC2)c1C	2[fluorescence artefact?]	-15	-8	-11[20 µM]	-6	·	-14	-18	3
CC(C)OC(=O)COc1cc(O)c2c(=O)cc(-c3ccccc3)oc2c1	4	-5	2	-12	1	-0.057	3	-14	1
COc1ccc(Cl)cc1NC(=O)CSc1nnc(Cc2cccn2C)n1-c1ccc(F)cc1	31	-25	7	-14	-3	-0.56	22	1	-1
O=C(CN1CCOCC1)Nc1ncccn1	2[fluorescence artefact?]	-12	2[fluorescence artefact?]	-15[20 µM]	3	·	-5	2	0
CC(C)(C)NC(=O)CSc1nc(N)cc(=O)[nH]1	-5	8	-1	-24	-3	-0.49	-1	10	-5
NC(=O)COC(=O)c1ccccc1OCc1ccccc1	-6	2	3	-27	-17	-2	0	-17	-13
c1ccc(-c2nc3nonc3c3nc4ccccc4n23)cc1	11	-9	0	-19	4	-0.64	-23	-21	-6
CCN(CC)S(=O)(=O)c1cc(NS(=O)(=O)c2ccccc2)ccc1C	-12	-12	7	-12	-1	0.12	-16	-11	-7
COc1ccccc1-n1cnnc1SCC(=O)NCC1CCCO1 (stereo not drawn)	-11	-12	1	-29	4	0.0074	-22	-5	-1
CC(C)c1ccccc1NC(=O)CC1(CC(=O)O)CCCC1	1	-1	4	-21	18	0.36	0	-12	0
